Bioassay records: PubChem, Southern Research Specialized Biocontainment Screening Center
H37Rv inhibition: M. tuberculosis growth inhibition, HTS (AID 449762) | M. tuberculosis H37Rv growth inhibition, 7H9 media; higher % means a stronger effect | one-dose inhibition, % at 25 µM; IC50 in µM for titrated hits | actives 0.59% (n = 330,000); in the data active means a potency from the dose series; inconclusive means inhibition above about 70% without an active follow-up result;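 further: bacterial growth assessed after seven days of incubation; strong numbers were not always called active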
M. tuberculosis: growth inhibition of non-replicating M. tuberculosis (AID 488890). Mycobacterium tuberculosis non-replicating, growth inhibition; higher % means a stronger effect. actives 0.39% (n = 320,000). inhibition, % at 25 µM; hits with a dose series show IC50 in µM; in the data active means a potency from the dose series; inconclusive means inhibition mostly from about 82% at the one dose, without a potency; inactive means the rest, 99 in 100 with inhibition below about 76%;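 further: plate controls were DMSO cells for no effect and high antibiotic wells for full effect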
inhibitors of VEEV: inhibitors of VEEV TC-83 cytopathic effect, confirmation, Vero cells (AID 588727) | inhibition, % at 20 µM, or IC50 in µM where a hit was titrated | actives 0.13% (n = 350,000) | Vero cells, VEEV TC-83 cytopathic effect inhibition; higher % means a stronger effect; in the data active means a potency from the dose series; inconclusive means inhibition mostly from about 14% at the one dose, without a potency; inactive means the rest, 99 in 100 with inhibition below about 12%; further: strong numbers were not always called active
influenza NS1A: H1N1 influenza NS1A inhibitors, functional cell based assay (AID 504329). NS1A functional cell-based assay, percent inhibition; higher % means a stronger effect. one-dose inhibition, % at 12.5 µM; IC50 in µM for titrated hits. actives 0.3% (n = 340,000); in the data active means a potency from the dose series; inconclusive means inhibition above about 27% without an active follow-up result; further: strong numbers were not always called active
Salmonella PhoP GFP: PhoP regulon inhibitors, Salmonella typhi PhoP promoter GFP reporter, confirmatory (AID 1850). Salmonella Typhi PhoP-promoter GFP reporter, fluorescence, 4 h; higher % means a stronger effect. inhibition, % at 50 µM, or IC50 in µM where a hit was titrated. actives 0.33% (n = 310,000); in the data active means a potency from the dose series; inconclusive means inhibition mostly from about 25% at the one dose, without a potency; inactive means the rest, 99 in 100 with inhibition below about 19%;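 further: 0% = induced wells with vehicle and 100% = uninduced wells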
inhibitors of VEEV 10K pilot screen: recorded beside inhibitors of VEEV, whose call it bears; inhibition, %; measured here: 10K pilot screen inhibition
An asterisk follows results filed as active; i = inactive; u = inconclusive; x = no result given.

SMILES	H37Rv inhibition	M. tuberculosis	inhibitors of VEEV	influenza NS1A	Salmonella PhoP GFP	others
O=Cc1ccc(-c2nc3ccccc3s2)o1	13%	u	1.4%	2%	-8%
CSc1ncccc1-c1nc2ccccc2[nH]1	-4%	-10%	4.5%	5%	-2%
COc1ccc(CN2CCN(C(=O)c3cccnc3)CC2)cc1Br	-6%	-2%	0.4%	-18%	0%
CCN(CC)S(=O)(=O)N1CCC(C(=O)NCCC2=CCCCC2)CC1	0%	-10%	0.8%	2%	5%
Nc1ncnc(Nc2ccccn2)c1[N+](=O)[O-]	-1%	8%	2.6%	13%	0%
COC(=O)C1=NN(c2cccc(C)c2)C2C(=O)N(c3ccccc3OC)C(=O)C12 (stereo not drawn)	5%	14%	1.2%	-9%	-8%
O=C(c1ccc(-c2cccc(C(F)(F)F)c2)o1)N1CCN(c2ccccc2)CC1	x	x	1.5%	8%	x
CC1CC2(C)C(=CC1=O)CCC1C3CCC(C)(O)C3(C)CC3OC312 (stereo not drawn)	x	x	i	0%	x
CCCN1CNC(=S)N(Cc2ccccc2)C1	-11%	-5%	0.3%	10%	-10%
Cc1cc2[nH]c(=O)c(=O)[nH]c2cc1S(=O)(=O)NC1CCCCC1C (stereo not drawn)	-9%	-2%	i	8%	-7%
COc1ccc(-c2noc(-c3ccoc3C)n2)cc1	5%	25%	3.8%	-13%	-7%
CN(CC(=O)Nc1ccccc1-c1ccccc1)C1CCCCC1	8%	9%	i	-5%	-12%
COC(=O)c1sc(NC(=O)c2c(OC)cccc2OC)c(C#N)c1C	1%	x	1.2%	-5%	2%
COc1ccc(Cl)cc1NC(=O)CN(C)C(=O)CCCc1c[nH]c2ccccc12	-13%	9%	5.7%	-3%	-6%
CCOc1ccc(NS(=O)(=O)CC23CCC(CC2=O)C3(C)C)cc1 (stereo not drawn)	-3%	17%	i	-5%	-3%
CCOC(=O)c1c(NC(=O)COC(=O)c2cc(OC)c(OC)cc2[N+](=O)[O-])sc(C)c1C	-7%	-13%	4.6%	0%	-5%
Cc1ccc(C)c(NC(=O)CCN2C(=O)c3ccccc3C2=O)c1	3%	4%	0.3%	-18%	3%
S=c1[nH]nc(/C=C/c2ccccc2)o1	1%	55%	0.4%	-13%	-4%
COc1cc(C2C(C#N)=C(N)N(N(C)C)C3=C2C(=O)CCC3)ccc1O (stereo not drawn)	3%	4%	2.7%	0%	-11%
Cc1cc(C)n2nc(CC#N)c(C#N)c2n1	1%	-6%	0.1%	11%	4%
Cn1nccc1C(=O)N1CCN(c2ncccn2)CC1	-3%	12%	0.3%	-1%	-10%
O=C(Oc1cccc2ccccc12)c1cc(Cl)nc2ccccc12	13%	66%	0.3%	2%	-2%
CC(=O)Nc1nc(C)c(-c2csc(Nc3ccc(O)cc3)n2)s1	6%	-8%	0.1%	5%	34%	inhibitors of VEEV 10K pilot screen=12
C=CCn1c(Cc2nc3ccc(Cl)cc3[nH]2)n[nH]c1=S	-14%	-21%	4.0%	2%	-4%
Cc1ccc(C(=O)C2=C(O)C(=O)N(Cc3cccnc3)C2c2ccc(OC(C)C)cc2)o1 (stereo not drawn)	-1%	27%	i	15%	4%
Cc1nnc(SCC(=O)Nc2cc(S(=O)(=O)N3CCOCC3)ccc2N2CCCC2)s1	x	x	0.2%	-16%	x
COCCCN(C(=O)CCSc1ccc(F)cc1)c1c(N)n(Cc2ccccc2)c(=O)[nH]c1=O	-6%	-10%	1.7%	12%	-4%
CN1CC(=O)N/C1=N\C(=O)Nc1ccc(O)cc1	-5%	x	0.8%	-1%	-5%
CCOc1ccc(S(=O)(=O)Nc2cc(Cl)ccc2O)cc1	-4%	-1%	i	-8%	0%
CSc1nc(-c2ccco2)nn1C(=O)Cc1ccccc1	-2%	-5%	i	5%	6%
Clc1cccc(CN2CCSCC2)c1Cl	6%	17%	0.5%	-1%	-4%
Nc1ccc2nc(SCC(=O)N3CCN(c4ccccc4)CC3)sc2c1	12%	13%	3.0%	14%	0%
COc1ccccc1-c1cc(-c2ccccc2)nc(=O)[nH]1	-6%	0%	i	20%	2%
Nc1c(C(=O)CSc2ccccn2)c(=O)[nH]c(=O)n1C1CC1	2%	-10%	6.3%	-7%	x
CC(=O)NS(=O)(=O)c1ccc(N2C(=O)c3ccccc3C2=O)cc1	-8%	11%	i	7%	-7%
O=C(COc1ccc2cc(Br)ccc2c1)N1CCCC1	3%	62%	4.2%	-5%	0%
CCCCc1[nH]nc2c1C1(C(=O)N(CC)c3ccccc31)C(C#N)=C(N)O2 (stereo not drawn)	1%	12%	10%	4%	-9%
CCOc1ccccc1N(CC(=O)O)S(=O)(=O)c1ccc(C)cc1	-3%	2%	i	-2%	-1%
Cc1cccc(C)c1OCC(=O)Nc1ccc2c(c1)C(=O)NC2=O	3%	12%	6.5%	-15%	-3%
CCOn1c(=O)c(-c2cccc3ccccc23)[n+]([O-])c2ccccc21	3%	-1%	3.4%	-6%	0%
Cc1nn(C)c(Oc2ccccc2)c1CCNS(=O)(=O)c1ccc(Cl)cc1	4%	21%	4.9%	1%	4%
COc1cc2c3nnc(-c4ccc(F)cc4)c-3cn(Cc3cccc(C)c3)c2cc1OC	-9%	x	i	7%	-26%
CCOc1ccccc1N(CC(=O)NCc1ccncc1)S(=O)(=O)c1ccccc1	-3%	6%	i	11%	1%
CCOc1ccc(OC(=O)C(CCS(C)(=O)=O)N2C(=O)c3ccccc3C2=O)cc1 (stereo not drawn)	-10%	-10%	2.3%	2%	8%
Cc1cccc(N(C(=O)c2csnn2)C(C(=O)NC(C)(C)C)c2cccnc2)c1 (stereo not drawn)	1%	0%	0.9%	-8%	7%
CCc1cccc(NC(=O)CCS(=O)(=O)c2cc3c(cc2C)NC(=O)CO3)c1	1%	10%	3.2%	26%	-3%	inhibitors of VEEV 10K pilot screen=0.9
CC(NC(=O)c1ccc(N(C)C)c([N+](=O)[O-])c1)c1ccc(-n2ccnc2)cc1 (stereo not drawn)	-4%	8%	9.9%	-5%	-8%
COc1ccc(NS(=O)(=O)c2cccc(C(=O)NN=Cc3ccc(OC)c(O)c3)c2)cc1	8%	24%	0.4%	1%	x
c1ccc2c(C3CCO3)cccc2c1 (stereo not drawn)	-2%	2%	0.4%	3%	x
CCOC(=O)c1sc(NC(=O)c2sccc2C)cc1C	1%	37%	i	1%	8%
CC(C)=CCN1CCN(Cc2cccn2-c2nccs2)CC1CCO (stereo not drawn)	-1%	13%	0.4%	-5%	-7%
O=C(NCCN1CCOCC1)c1c(Cl)cccc1Cl	-4%	-21%	0.4%	-8%	-5%
Cc1nn2c3ccccc3n(C)c2nc1=O	1%	-7%	0.9%	8%	-2%
COc1cc(OC)cc(C(=O)OCC(=O)NCc2ccco2)c1	-1%	21%	i	8%	x
COC(=O)c1ccccc1NC(=O)COC(=O)/C=C/c1ccco1	2%	16%	2.1%	9%	5%
CC1CCN(C(=O)c2ccccc2NC(=O)Nc2ccccc2)CC1	-1%	6%	2.2%	1%	-10%
CCOC(=O)c1c(NC(=O)c2cccc([N+](=O)[O-])c2C(=O)O)sc2c1CCCC2	-9%	6%	i	-4%	6%
O=C(COC(=O)c1c[nH]c2ccccc12)Nc1ccc([N+](=O)[O-])cc1	-1%	x	2.2%	-7%	x
Cc1c(C=O)c2ccccc2n1Cc1cccc(F)c1	-5%	38%	i	0%	-12%
CCOC(=O)CCCCCC(=O)Nc1ccc2c(c1)CC(=O)N([C@@H](C)CO)C[C@H](C)[C@@H](CN(C)C(=O)Nc1ccc3c(c1)OCO3)O2	3%	11%	0.3%	0%	x	inhibitors of VEEV 10K pilot screen=0.7

4 consecutive compounds already listed, for reference:
SMILES	H37Rv inhibition	M. tuberculosis	inhibitors of VEEV	influenza NS1A	Salmonella PhoP GFP	others
CCOC(=O)c1c(NC(=O)c2cccc([N+](=O)[O-])c2C(=O)O)sc2c1CCCC2	-9%	6%	i	-4%	6%
O=C(COC(=O)c1c[nH]c2ccccc12)Nc1ccc([N+](=O)[O-])cc1	-1%	x	2.2%	-7%	x
Cc1c(C=O)c2ccccc2n1Cc1cccc(F)c1	-5%	38%	i	0%	-12%
CCOC(=O)CCCCCC(=O)Nc1ccc2c(c1)CC(=O)N([C@@H](C)CO)C[C@H](C)[C@@H](CN(C)C(=O)Nc1ccc3c(c1)OCO3)O2	3%	11%	0.3%	0%	x	inhibitors of VEEV 10K pilot screen=0.7

Continued.
SMILES	H37Rv inhibition	M. tuberculosis	inhibitors of VEEV	influenza NS1A	Salmonella PhoP GFP	others
COc1ccc(S(=O)(=O)N(C)C)cc1NCC(=O)Nc1ccc(Br)cc1F	-5%	19%	0.6%	5%	-5%
CC(C)(C)NC(=O)C1N(c2cccnc2)C(=O)C2C(C(=O)Nc3ccccc3)C3(C)C=CC21O3 (stereo not drawn)	1%	-11%	0.9%	12%	1%
Cc1ccc(NC(=O)CSc2nc3ccccc3c(=O)n2CCCN2CCCCC2)cc1Cl	39µM*	u	i	11%	-7%
N#C/C(=C\c1cccc(O)c1)c1nc2ccccc2o1	0%	1%	0.7%	-1%	3%
CCC(=O)c1ccc(OCC(=O)OCC(=O)NC2CCCCCC2)cc1	3%	20%	0.8%	1%	1%
Cc1cc(NS(=O)(=O)c2ccc(NC(=O)c3cc4c(=O)n5ccccc5nc4s3)cc2)nc(C)n1	x	x	0.7%	2%	x
Cc1ccc(C(=O)COC(=O)C2C3C=CC(C3)C2C(=O)OCC(=O)c2ccc(C)c(C)c2)cc1C (stereo not drawn)	-14%	-7%	4.2%	0%	-12%
O=C(CN1CCS(=O)(=O)CC1)NNC(=O)C1CCCCC1	7%	-8%	2.1%	-6%	5%
O=c1[nH]c2ccccc2cc1CN(CC1CCCO1)S(=O)(=O)c1ccccc1 (stereo not drawn)	-3%	-2%	1.4%	-8%	7%
O=S(=O)(c1ccc(OCC(O)CN2CCN(c3ccccc3Cl)CC2)cc1)N1CCOCC1 (stereo not drawn)	-2%	-9%	1.6%	-6%	7%
O=C(C[C@H]1C[C@H](C(=O)N2CCOCC2)[C@@]2(CCC3CCCC3)c3[nH]c4cc(-c5ccco5)ccc4c3CCN2C1=O)NCCN1CCOCC1	x	x	i	8%	x
O=C1COc2cc(O)ccc21	x	x	1.2%	-24%	x
CCOC(=O)c1c(C)oc2c1c(C=NCCC(=O)O)c(O)c1ccccc12	1%	59%	1.3%	1%	7%
Cc1ccc(OCC(=O)NCCNC(=O)COc2ccc(C)cc2)cc1	-3%	1%	0.6%	7%	9%
Cc1cc(C)nc(N/N=C/c2cn[nH]c2-c2ccc(F)cc2)n1	-2%	10%	3.0%	1%	1%
O=C(COC(=O)CSc1ccc(F)cc1)NCC1CCCCC1	-5%	10%	1.1%	-2%	-7%
O=C1N=C2SCCN2/C1=C\c1c(Cl)cccc1Cl	-5%	40%	0.6%	-15%	-3%
O=C(CSc1nnc(Cn2c(=O)sc3ccccc32)n1-c1ccccc1)N1CCOCC1	-1%	-23%	1.6%	4%	-8%
COc1cc(C2C(C(=O)c3ccc(C)o3)=C(O)C(=O)N2Cc2cccnc2)ccc1O (stereo not drawn)	6%	-7%	1.8%	0%	-3%
CC(=O)NCc1ccc(S(=O)(=O)N/N=C/c2ccc(Br)cc2)cc1	-1%	2%	i	9%	-4%
O=C(CNC(=O)c1cc(-c2ccccc2)nn1-c1ccccc1)Nc1ccccc1Br	x	x	11%	-1%	x
O=C(NCc1ccccc1Br)c1cccc2c1C(=O)c1ccc(N3CCC(Cc4ccccc4)CC3)cc1S2(=O)=O	5%	4%	9.8%	-2%	x
O=C(/C=C1\SC(=O)N(CC(=O)Nc2ccc(Cl)cc2)C1=O)Nc1ccc(F)cc1	1%	-26%	0.7%	-14%	1%
N#Cc1nc(COc2ccccc2F)oc1N1CCCCCC1	1%	4%	4.3%	18%	2%
COC(=O)c1ccc(CN2CCCC(CO)(Cc3ccc(F)cc3F)C2)cc1 (stereo not drawn)	3%	59%	1.5%	0%	-10%
CCOc1ccc(NC(=O)CSCc2cnn(-c3ccccc3)c2-n2cccc2)cc1	-8%	36%	4.1%	-12%	-1%
CCCCN(C(=O)/C=C/c1ccco1)c1c(N)n(Cc2ccccc2)c(=O)[nH]c1=O	-4%	-2%	2.1%	1%	2%

Arranged by number of heavy atoms (lowest first): three of the compounds above.
SMILES	H37Rv inhibition	M. tuberculosis	inhibitors of VEEV	influenza NS1A	Salmonella PhoP GFP	others
COC(=O)c1ccc(CN2CCCC(CO)(Cc3ccc(F)cc3F)C2)cc1 (stereo not drawn)	3%	59%	1.5%	0%	-10%
CCOc1ccc(NC(=O)CSCc2cnn(-c3ccccc3)c2-n2cccc2)cc1	-8%	36%	4.1%	-12%	-1%
O=C(NCc1ccccc1Br)c1cccc2c1C(=O)c1ccc(N3CCC(Cc4ccccc4)CC3)cc1S2(=O)=O	5%	4%	9.8%	-2%	x

No enrichment for hits (roughly 1.6% active in at least one column).
